# Compound activity as filed in PubChem.
# PDI inh – inhibitors of human protein disulfide isomerase; P07237; PDI insulin aggregation turbidity, A650, 90 min; inhibition, % at 10 µM; 350,000 compounds, 0.052% hits;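 active means mean inhibition across replicates of 30% or more, whatever share of single replicates reach that level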;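 further: absorbance from insulin aggregation driven by PDI reduction with DTT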
# Target sequence (P07237 whole entry, looked up): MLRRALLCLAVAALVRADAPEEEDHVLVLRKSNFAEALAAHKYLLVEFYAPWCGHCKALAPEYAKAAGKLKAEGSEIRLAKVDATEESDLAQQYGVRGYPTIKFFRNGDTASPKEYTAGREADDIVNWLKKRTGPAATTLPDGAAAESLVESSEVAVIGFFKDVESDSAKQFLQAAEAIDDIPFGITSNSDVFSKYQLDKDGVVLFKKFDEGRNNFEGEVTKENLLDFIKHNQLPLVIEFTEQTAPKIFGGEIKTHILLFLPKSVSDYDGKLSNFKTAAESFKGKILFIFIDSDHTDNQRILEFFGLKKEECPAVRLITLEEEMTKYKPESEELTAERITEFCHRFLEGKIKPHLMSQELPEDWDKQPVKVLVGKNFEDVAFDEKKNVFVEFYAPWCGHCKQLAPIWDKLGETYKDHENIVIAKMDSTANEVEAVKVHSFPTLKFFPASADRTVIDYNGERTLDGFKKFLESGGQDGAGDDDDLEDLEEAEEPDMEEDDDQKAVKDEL
# ABCB6 inh 2 – inhibitors of human ABC transporter ABCB6; fluorescence ratio to DMSO, % at 10 µM; K562-ABCB6 porphyrin accumulation, flow cytometry, 1 h; hits give low values; AID 602162; Q9NP58; 360,000 compounds, 0.19% hits;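 active means fluorescence ratio to DMSO below 75%, the collection mean minus 3 SD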;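 further: signal is porphyrin accumulated inside mitochondria; 100% equals median channel fluorescence of DMSO control wells; lower ratio means ABCB6 inhibition with less porphyrin fluorescence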
# MC4R antag cAMP – antagonists of human melanocortin 4 receptor (MC4R) | P32245 | 360,000 compounds, 0.48% hits | MC4R-expressing cells, MTII-stimulated cAMP, LANCE TR-FRET | AID 540295 | inhibition, % at 6.5 µM;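 active means inhibition above its plate's cutoff, the mean of tested wells on that plate plus 3 SD, cut at about 29% in these data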;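 further: 0% = Melanotan II alone and 100% = Melanotan II plus saturating MCL0020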
#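 Material – human MC4R-expressing U2OS cells · Repeats – no replicates · Detection – TR-FRET with Eu-cAMP and labeled anti-cAMP, 671 nm · Times – compound 30 min, challenge 1 h, detection 1 h · Compound – single nominal compound dose of 6.5 µM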
# CaV13 FRET inh – Primary screen for inhibitors of IQ motif and Ca2+-dependent inactivation inhibitor domain binding in CACNA1D, Förster resonance energy transfer in living cells, … | 340,000 compounds, 0.098% hits | inhibition, % at 12.3 µM | AID 743397 | HEK cells, CFP/YFP FRET ICDI-IQ, plate reader, 10 min; percent FRET-ratio fall versus neutral wells;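 active means mean replicate inhibition of at least 30% and at least 1% of replicates passing that level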;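 further: 0% = median of the neutral control wells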
# Glyco luc inh – N-linked glycosylation inhibition; D54 ERlucT glycosylation luciferase reporter, 24 h; percent of 100 nM tunicamycin response; reporter increase, % at 12.5 µM; 360,000 compounds, 0.23% hits; AID 588692;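 active means mean luciferase reporter signal, scaled so untreated is 0 and the glycosylation-blocking control 100, at or above a set limit in every replicate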;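 further: luciferase carries N-glycosylation sites so blocking glycosylation raises the light; 0% = median of neutral control wells and 100% = median of 100 nM tunicamycin wells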
# aDG glyco act – alpha-DG glycosylation activation; Pro5-aDG cells, alpha-DG glycosylation AlphaScreen (IIH6); 0% Pro5, 100% B10-LARGE cell signal; activation, % at 10 µM; 360,000 compounds, 0.22% hits; AID 624168;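 active means activation of at least 8% versus controls, or a plate z-score of at least 8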;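 further: Pro5 are CHO cells carrying HIG-tagged alpha-DG that lacks glycosylation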
# MC4R barr agon – agonists of human melanocortin 4 receptor (MC4R) beta-arrestin; P32245; U2OS MC4R beta-arrestin complementation, luminescence; percent of melanotan II response, DMSO zero; activation, % at 8.9 µM; 360,000 compounds, 0.98% hits;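 active means activation above a per-plate cutoff, the mean activation of sample wells on that plate plus 3 SD, cut at about 8% in these data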
# Vif imaging – blocks HIV Vif function | HEK293T cells, Vif self-association by quenched fluorescence, imaging, 24 h | inhibition, % at 7.49 µM | 340,000 compounds, 0.35% hits | AID 602346; in the data active means inhibition above about 50%, passing the limit was not always enough; further: some results filed as inactive read as strong as hits
# m5-HT2A agonist – mouse HTR2A agonism via beta-arrestin recruitment. activation, % at 7.6 µM. AID 624169. CHO-K1 mHTR2A beta-arrestin complementation, luminescence; percent of 30 µM serotonin response. 360,000 compounds, 0.66% hits. P35363;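 active means activation above a run cutoff, the mean activation of all tested compounds plus 3 SD, cut at about 14% in these data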;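 further: 0% = plate median of compound wells and 100% = 30 µM serotonin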
# Target sequence (P35363 whole entry, looked up): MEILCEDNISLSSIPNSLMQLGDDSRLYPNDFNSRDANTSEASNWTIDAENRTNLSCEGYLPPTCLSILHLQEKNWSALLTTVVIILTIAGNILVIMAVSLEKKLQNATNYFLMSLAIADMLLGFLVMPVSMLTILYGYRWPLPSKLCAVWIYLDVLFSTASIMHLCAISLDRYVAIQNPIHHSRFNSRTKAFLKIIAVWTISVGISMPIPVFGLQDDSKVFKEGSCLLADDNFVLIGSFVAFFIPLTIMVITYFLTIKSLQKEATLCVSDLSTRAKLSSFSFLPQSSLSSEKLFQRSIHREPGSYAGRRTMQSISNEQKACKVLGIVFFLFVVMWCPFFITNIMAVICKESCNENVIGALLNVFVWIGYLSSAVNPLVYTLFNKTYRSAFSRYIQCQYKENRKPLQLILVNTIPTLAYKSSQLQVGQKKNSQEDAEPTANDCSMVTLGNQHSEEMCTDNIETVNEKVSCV
# Cardio protect – protects H9c2 cardiomyocytes from peroxide injury. H2O2 injury protection, ATPLite, 2 h. protection from H2O2 cell death, % at 20 µM. 360,000 compounds, 0.63% hits. AID 588492;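 active means compounds giving at least 50% protection of heart cells from peroxide-induced death in the single-dose screen, raw or plate-pattern-corrected value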;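 further: 0% = DMSO wells with peroxide and 100% = DMSO wells without peroxide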
# Numbers without * were called inactive; · = not tested or not shown.
# Results follow in this order: PDI inh	ABCB6 inh 2	MC4R antag cAMP	CaV13 FRET inh	Glyco luc inh	aDG glyco act	MC4R barr agon	Vif imaging	m5-HT2A agonist	Cardio protect
Cc1cc(C(=O)N/N=C/c2cccc([N+](=O)[O-])c2)c(C)o1
    -1	91	0	-5	1	-0.1	-3.0	18	-4	-4
CC(=O)c1cccc(OCC(=O)Nc2cccc(C(=O)Nc3c(C)n(C)n(-c4ccccc4)c3=O)c2)c1
    13	94	-2	-5	-1	0.2	-1.1	5	0	-4
CCOCCCNC(=O)CN1N=C(c2ccc(C)cc2)CCC1=O
    -1	96	-1	-20	2	0.1	-1.4	8	9	4
CN(C(=O)C1CCCCN1S(=O)(=O)c1ccccc1)c1ccccc1 (stereo not drawn)
    6	91	-4	-6	0	0.2	1.2	-7	-1	3
CC(=Nc1ccc(Br)cc1)c1sc2ccccc2c1O
    1	104	1	-4	-7	-0.2	-0.2	-1	1	-27
Cc1nonc1C(=O)N/N=C/c1ccc([N+](=O)[O-])o1
    0	101	-16	-5	16	3.0	-3.8	3	-2	-5
Nc1ccc(C(=O)OCCCc2nc3cc4ccccc4cc3[nH]2)cc1
    3	98	0	0	-10	-0.1	-1.7	3	0	5
CC1=NC(C)Cc2ccccc21 (stereo not drawn)
    11	91	-3	2	2	-0.3	-1.4	3	0	2
c1csc(-c2noc(COc3ccc4c(c3)CCCC4)n2)c1
    -1	100	15	-4	-5	0.3	3.9	0	0	-15
CCCN(C(=O)COC(=O)c1nc2nccc(C)n2n1)C1CCS(=O)(=O)C1 (stereo not drawn)
    -4	101	-1	-6	3	-0.4	-1.3	1	4	10
Cc1nn(CC(=O)Nc2nc3ccccc3s2)c(C)c1[N+](=O)[O-]
    -4	100	13	-5	2	-0.2	6.0	-4	-3	0
Cc1nc(NC(=O)c2ccc3c(c2)OCO3)ccc1Br
    -4	94	3	-5	-2	0.1	-5.4	-7	-14	-8
Cc1ccsc1C(=O)N1CCCC1(C)C(=O)NCC(C)C (stereo not drawn)
    -5	100	-4	-7	1	0.3	-1.1	18	-1	-2
Cc1ccc(O)c(NC(=S)NC(=O)/C=C/c2ccco2)c1
    15	103	-13	-6	15	-0.1	-2.5	10	-4	4
CCOC(=O)c1c(C)[nH]c(C(=O)COC(=O)C(C)N2C(=O)C3CCCCC3C2=O)c1C (stereo not drawn)
    -1	96	16	-5	0	-0.2	0.0	8	2	43
Cc1ccsc1C(=O)N(C)CC(=O)Nc1ccccc1Br
    5	92	1	-14	-1	0.0	-1.3	·	6	2
CCOc1ccsc1C(=O)O
    -3	99	8	2	1	0.1	-0.8	11	-3	3
CC(C)c1c(O)c2c(n(-c3ccccc3)c1=O)CCCC2
    -1	106	-2	-5	0	0.1	-1.3	·	8	8
COc1cccc(C(=O)NC(=S)Nc2ccccc2N2CCCC2)c1
    -3	103	18	-3	1	-0.1	0.8	-3	-1	1
O=C(NCCN1CCOCC1)C1CC(=O)N(c2ccc(F)cc2)C1 (stereo not drawn)
    -2	95	3	-4	3	0.0	0.9	3	4	-7
COc1ccccc1OCC(=O)OCC(=O)NC1CCCCC1
    2	99	13	-2	3	0.0	0.6	-5	5	5
Cc1ccsc1/C=N/NC(=O)c1c[nH]c2ccccc12
    -5	95	5	-4	-2	0.4	1.1	11	-4	-5
COc1cc(/C=N/NC2=NS(=O)(=O)c3ccccc32)ccc1OC(C)=O
    2	98	25	-1	-1	0.1	-0.2	-3	3	-1
CCOC(=O)c1ccc(NC(=S)N2CCSC2c2ccc(OC)cc2)cc1 (stereo not drawn)
    4	94	8	-18	0	-0.2	0.1	-1	-2	-6
Cc1cc(C)nc(SCc2ccc(F)cc2)n1
    -3	90	-9	-7	-1	0.0	0.8	-3	0	8
Cc1cccn2c(=O)c3cc(C(=O)NCc4ccc(F)cc4)c(=N)n(CC4CCCO4)c3nc12 (stereo not drawn)
    -10	100	-5	7	7	0.7	-4.5	0	6	-2
Cc1ccc(CNC(=O)C2=NNC(=O)CC2)cc1
    -1	94	8	-6	3	-0.1	-0.4	7	1	6
C/C(=N\NC(=O)CSc1nc2ccccc2o1)c1cccc(O)c1
    -8	95	4	-5	0	0.0	-2.4	-10	1	-6
Cc1ccnc(NC(=O)CCC(=O)N(Cc2ccco2)C(C(=O)NC(C)C)c2ccc(F)cc2)c1 (stereo not drawn)
    -6	100	2	-3	1	-0.1	-1.1	20	3	5
c1csc(C2=Nn3c(nnc3-c3ccncc3)SC2)c1
    3	115	9	·	-11	0.5	-0.3	-10	-2	22

# Ordered by length of the SMILES (falling): five of the compounds above.
# Results follow in this order: PDI inh	ABCB6 inh 2	MC4R antag cAMP	CaV13 FRET inh	Glyco luc inh	aDG glyco act	MC4R barr agon	Vif imaging	m5-HT2A agonist	Cardio protect
CCCN(C(=O)COC(=O)c1nc2nccc(C)n2n1)C1CCS(=O)(=O)C1 (stereo not drawn)
    -4	101	-1	-6	3	-0.4	-1.3	1	4	10
Cc1nn(CC(=O)Nc2nc3ccccc3s2)c(C)c1[N+](=O)[O-]
    -4	100	13	-5	2	-0.2	6.0	-4	-3	0
CCOC(=O)c1ccc(NC(=S)N2CCSC2c2ccc(OC)cc2)cc1 (stereo not drawn)
    4	94	8	-18	0	-0.2	0.1	-1	-2	-6
C/C(=N\NC(=O)CSc1nc2ccccc2o1)c1cccc(O)c1
    -8	95	4	-5	0	0.0	-2.4	-10	1	-6
COc1ccccc1OCC(=O)OCC(=O)NC1CCCCC1
    2	99	13	-2	3	0.0	0.6	-5	5	5

# 4 entries already listed, ordered by their value in Vif imaging, rising:
Molecule	Vif imaging
Cc1nn(CC(=O)Nc2nc3ccccc3s2)c(C)c1[N+](=O)[O-]	-4
CC(=Nc1ccc(Br)cc1)c1sc2ccccc2c1O	-1
CCCN(C(=O)COC(=O)c1nc2nccc(C)n2n1)C1CCS(=O)(=O)C1 (stereo not drawn)	1
CC1=NC(C)Cc2ccccc21 (stereo not drawn)	3

# Continuation.
# Results follow in this order: PDI inh	ABCB6 inh 2	MC4R antag cAMP	CaV13 FRET inh	Glyco luc inh	aDG glyco act	MC4R barr agon	Vif imaging	m5-HT2A agonist	Cardio protect
CCCC1=C(C(=O)OCC)C(c2ccccc2OCC)NC(=O)N1C (stereo not drawn)
    -3	92	7	-5	-2	-0.1	2.7	-12	0	6
CCOc1ccc(NC(=O)Cn2cncc2-c2ccc([N+](=O)[O-])cc2)cc1
    1	98	-7	-5	-7	-0.4	1.2	14	-2	-15
O=C(COC(=O)C1=COCCO1)Nc1ccc(F)c(F)c1
    3	96	10	-14	0	-0.1	-0.1	0	-2	-4
C#CCn1c(=O)cc(C)c2ccccc21
    3	91	-1	8	1	-0.4	0.6	-3	2	4
CN(C)S(=O)(=O)N(CC(=O)Nc1ccccc1F)c1ccccc1
    11	101	2	-4	0	-0.2	-1.0	-3	-1	6
O=C(c1cccc(Cl)c1)N1CCN(C2CCCCC2)CC1
    9	101	12	-6	-1	0.3	-1.1	-3	3	1
CCCNc1c(N)c(=O)c1=O
    7	99	-3	-4	0	0.0	-1.6	-15	3	5
Cc1ccc(S(=O)(=O)N2CCC(C(=O)N3CC(C)OC(C)C3)CC2)cc1 (stereo not drawn)
    -7	110	2	-6	0	-0.2	-3.7	4	-8	-5
COC(=O)C1Cc2ccccc2CN1S(=O)(=O)c1ccc(F)cc1 (stereo not drawn)
    3	97	2	12	-1	0.0	-0.7	0	-6	-10
Cc1ccccc1S(=O)(=O)/N=C(/Nc1c(C)n(C)n(-c2ccccc2)c1=O)c1ccccc1
    -3	99	7	-8	1	-0.1	-2.6	-4	-1	-1
CCOC(=O)N1CCC(Nc2c(Nc3ccc(C)c(C)c3)c(=O)c2=O)CC1
    9	107	7	-7	4	0.0	-1.0	·	-6	-5
Cc1ccc(-c2nnn(CC(=O)N(c3ccccc3)C(C(=O)NCC3CCCO3)c3ccc(Cl)cc3)n2)cc1 (stereo not drawn)
    -5	96	2	-6	-1	0.8	-1.6	-18	0	-6
Cc1cccc(NC(=O)CCC(=O)OCC(=O)c2ccc(Oc3ccc([N+](=O)[O-])cc3)cc2)c1
    5	95	7	-5	0	0.4	2.8	-34	2	0
C[C@H](NC(=O)[C@@H]1Cc2ccccc2CN1)C(=O)Nc1ccc2c(c1)OCCO2
    -4	103	6	-3	-2	-0.4	0.2	-6	0	3
COc1ccc(CNC(=O)C2=CCN(S(=O)(=O)c3ccc(C)cc3)CC2)cc1
    15	97	13	7	-3	-0.1	-2.3	-11	-4	-6
Cc1cccc2cc(C#N)c(NCCCn3ccnc3)nc12
    2	98	3	-7	0	1.0	-1.9	-4	0	7
Cc1nc2ccc(Cl)cc2n1C
    -2	100	8	-5	0	-0.1	-1.7	16	3	5
COc1cccc(S(=O)(=O)NCc2ccc(C(=O)NCc3ccccn3)cc2)c1
    -4	90	4	-11	3	0.0	-2.5	4	2	-3
CCOC(=O)c1c(CN2CCN(Cc3ccccc3)CC2)n(C)c2cc(Br)c(OC)cc12
    2	92	4	-5	1	0.1	-0.8	14	-8	6
COC(CNC(=O)c1ccc2nc(-c3ccccc3)c(-c3ccccc3)nc2c1)OC
    -2	97	15	-4	3	-0.2	0.1	0	-2	18
COc1cccc(CN(C)C(=O)CN2C(=O)NC(c3ccccc3)(c3ccccc3)C2=O)c1OC
    -12	99	7	-2	-2	0.5	-0.4	6	-7	-6
COc1cc(OC)cc(-c2c(-c3cccs3)c3cc(-c4ccc(OC)nc4)ccc3n2C)c1
    6	98	5	-6	-3	0.2	-1.7	-2	1	-7
O=[N+]([O-])c1cc(/C=N\Nc2nc(-c3ccccc3)cs2)ccc1O
    8	102	2	5	1	-0.5	-4.1	4	3	-7
O=C(Nc1ccc(C(F)(F)F)cc1)C1CCN(S(=O)(=O)c2ccc(N3CCCC3=O)cc2)CC1
    -4	96	9	-2	-4	2.2	-2.3	-20	-5	-11
CN(Cc1ccccc1F)C(=O)c1ccc(Oc2ccccc2)cc1
    -4	100	4	-18	-2	0.2	0.9	-13	0	-6
